hERG rescue = hERG rescue from dofetilide block, primary screen, cell-based, CHO-hERG, FluxOR thallium flux, dofetilide IC70 | AID 1511, 2009 | dofetilide IC70 present | Voltage-gated inwardly rectifying potassium channel KCNH2 (Homo sapiens), Q12809 | 310,000 tested, 0.51% active | activation (rescue from dofetilide block), less the hit threshold, % at 10 µM;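 active = activation above the mean of controls blocked by dofetilide plus 5 SD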;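 also: thallium influx through hERG after potassium depolarization seen as dye fluorescence rise; in these data hits start at about 4.7%; inactives centre near -7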
KCNK9 inh = KCNK9 potassium channel inhibitors, primary screen, HEK293 cells, thallium flux; Potassium channel subfamily K member 9 (Homo sapiens), Q9NPC2; FluxOR thallium flux fluorescence; active compounds read low; B-score at 10 µM; 310,000 tested, 1.2% active;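 active = ratio B-score over 3 SD below the library mean, with starting fluorescence within 5 SD of its mean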;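 also: negative B-score means less thallium flux so channel inhibition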
ANO1 block = TMEM16A chloride channel inhibitors, primary screen, cell-based, HTS | 310,000 tested, 1.2% active | AID 588511, 2011 | Anoctamin-1 (Mus musculus), Q8BHY3 | HEK293 TMEM16A/YFP iodide influx fluorescence, ionomycin | normalized B-score (activity score, 25-100; higher = stronger inhibition) at 10 µM;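 active = ratio plate-corrected score three or more library SD toward inhibition, starting fluorescence score within five deviations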;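 also: score derived from kinetic fluorescence span divided by baseline fluorescence per well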
MrgX1 PAM = positive allosteric modulators of MrgX1, primary screen, HEK293 cells, Fluo-4 calcium flux; Mas-related G-protein coupled receptor member X1 (Homo sapiens), Q96LB2; B-score at 10 µM; AID 588675, 2011; FDSS; active compounds read high; 310,000 tested, 0.63% active;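 active = plate-corrected calcium response at least 3 library SD above typical, normal starting fluorescence, not activating the receptor alone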;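 also: compound read alongside a low EC10 to EC30 dose of BAM8-22 agonist; peak minus trough fluorescence over baseline measured at the second addition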
Target sequence (Q96LB2 whole entry, looked up): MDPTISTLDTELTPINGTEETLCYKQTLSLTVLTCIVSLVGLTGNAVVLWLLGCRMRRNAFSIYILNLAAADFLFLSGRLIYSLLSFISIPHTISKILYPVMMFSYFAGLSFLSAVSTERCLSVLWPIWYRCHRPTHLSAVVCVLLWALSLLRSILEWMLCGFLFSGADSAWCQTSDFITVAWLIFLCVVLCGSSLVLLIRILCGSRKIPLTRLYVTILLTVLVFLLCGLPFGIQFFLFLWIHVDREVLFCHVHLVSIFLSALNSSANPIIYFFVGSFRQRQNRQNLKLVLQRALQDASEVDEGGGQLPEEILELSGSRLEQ
KCNQ1 pot = potentiators or activators of KCNQ1 channel, primary screen, cell-based, thallium flux, high-throughput. 310,000 tested, 0.35% active. CHO-K1 KCNQ1, thallium flux FluxOR fluorescence; active compounds read high. AID 2648, 2010. B-score at 10 µM;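 active = fluorescence ratio B-score, a plate-corrected score, at least three library SD, with initial intensity B-score within 5 SD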
Target sequence (P51787 whole entry, looked up): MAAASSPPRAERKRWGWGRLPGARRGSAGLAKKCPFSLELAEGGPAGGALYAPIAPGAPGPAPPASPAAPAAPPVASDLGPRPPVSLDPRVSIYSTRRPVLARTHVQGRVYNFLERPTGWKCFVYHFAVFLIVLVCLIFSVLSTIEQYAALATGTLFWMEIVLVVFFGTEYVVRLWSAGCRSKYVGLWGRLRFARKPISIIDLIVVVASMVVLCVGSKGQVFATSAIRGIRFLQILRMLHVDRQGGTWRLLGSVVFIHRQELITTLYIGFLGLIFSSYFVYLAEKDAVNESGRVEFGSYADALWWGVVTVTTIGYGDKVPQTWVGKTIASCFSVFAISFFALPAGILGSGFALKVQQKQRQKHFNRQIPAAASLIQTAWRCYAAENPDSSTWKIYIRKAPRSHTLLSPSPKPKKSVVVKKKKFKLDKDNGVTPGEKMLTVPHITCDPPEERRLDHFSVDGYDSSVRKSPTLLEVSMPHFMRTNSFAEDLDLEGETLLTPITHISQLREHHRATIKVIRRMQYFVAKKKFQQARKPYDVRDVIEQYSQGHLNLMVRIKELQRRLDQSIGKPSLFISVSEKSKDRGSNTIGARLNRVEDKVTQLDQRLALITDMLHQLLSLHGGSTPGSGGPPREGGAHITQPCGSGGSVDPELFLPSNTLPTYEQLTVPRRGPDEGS
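assay system = CHO-K1 cells stably expressing KCNQ1 | medium = assay buffer, equal DMSO in all wells | timing = 37 °C overnight plating, 90-min dark dye load, 20-min compound pretreatment | measured by = kinetic FluxOR thallium fluorescence, 10-s 1-Hz baseline, 110-s post-stimulus read | measure = fluorescence change relative to baseline, converted to B score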
MrgX1 agonist = agonists of human MrgX1 receptor, primary screen, HEK293 cells, Fluo-4 calcium flux; Mas-related G-protein coupled receptor member X1 (Homo sapiens), Q96LB2; Fluo-4 calcium fluorescence, agonist mode; active compounds read high; B-score at 10 µM; 310,000 tested, 0.44% active;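 active = calcium response B-score plate-corrected fluorescence ratio at least 3 library SD, with starting fluorescence B-score inside 5 SD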
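Material: HEK293 cells stably expressing human MrgX1 receptor | Quantity: 15,000 cells per well | Times: Cells plated overnight, dye loaded 0.5 h 37 °C, 0.5 h room temperature | Measured by: Kinetic Fluo-4 NW fluorescence of intracellular calcium | Control set: Positive and negative controls per plate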
KCNQ1 inh = inhibitors of human KCNQ1 channel, primary screen, cell-based, thallium flux, high-throughput; Potassium voltage-gated channel subfamily KQT member 1 (Homo sapiens), P51787; CHO-K1 KCNQ1, FluxOR thallium flux fluorescence; active compounds read high; B-score at 10 µM; 310,000 tested, 1.3% active;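 active = compounds whose thallium flux B-score, printed positive for inhibition, exceeds three library SD while starting fluorescence stays within three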;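 also: channel opened by potassium depolarization with thallium stimulus after 20 min compound exposure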
KCNK3 inh = human KCNK3 channel inhibitors, primary screen, CHO cells, FluxOR thallium flux, B-score; FluxOR fluorescence; active compounds read low; B-score at 10 µM; 340,000 tested, 0.84% active;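 active = B-score under library mean minus 4 SD, starting fluorescence ratio at most library mean plus 5 SD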;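 also: more negative B-score means stronger inhibition of thallium flux through KCNK3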
RGS4 act = RGS4 potentiators or activators, primary screen, cell-based, HEK293 M3R inducible RGS4, calcium flux | carbachol calcium flux Fluo4; active compounds read low | AID 463111, 2010 | 310,000 tested, 0.92% active | B-score at 10 µM;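 active = B-score of the integrated calcium signal more than 4 SD below the library mean, with starting fluorescence not abnormally high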;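 also: negative B-score means reduced calcium response which marks RGS4 activation or potentiation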
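Assay system: Inducible-RGS4 HEK293 cells carrying M3 receptor | Schedule: Compound preincubation 20 min at room temperature before agonist | Signal: Kinetic calcium fluorescence imaging with Fluo4-AM dye, 2 µM | Read-out basis: B score from integrated fluorescence ratio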
TMEM16A act = TMEM16A chloride channel activators or potentiators, primary screen, cell-based, HTS | Anoctamin-1 (Mus musculus), Q8BHY3 | 340,000 tested, 0.3% active | HEK293 TMEM16A/YFP-H148Q/I152L, iodide quench fluorescence; active compounds read low | B-score at 10 µM | AID 623877, 2012;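 active = fluorescence-ratio B-score plate-corrected deviation score at least 3 library SD below zero, with starting fluorescence score within 5 deviations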;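 also: channel opened by trigger with iodide after compound preincubation; score built on the fluorescence ratio of max minus min over baseline; more negative score means more quench and so TMEM16A activation or potentiation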
RGS4 inh = RGS4 inhibitors, primary screen, cell-based, HEK293 M3R inducible RGS4, calcium flux; AID 463165, 2010; B-score at 10 µM; Regulator of G-protein signaling 4 (Homo sapiens), P49798; Fluo-4 calcium flux; active compounds read high; triggered by carbachol at its EC20; 310,000 tested, 0.45% active;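 active = B-score, a plate-corrected calcium signal, over three deviations above library mean, with baseline fluorescence within five deviations of library mean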;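 also: RGS4 expression induced by doxycycline in cells with stable M3 receptor; B-score is computed from the integrated fluorescence ratio over baseline after carbachol; higher B-score means a larger calcium signal and so more RGS4 inhibition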
Numbers without * were called inactive; i = inactive.

Under each structure – hERG rescue, KCNK9 inh, ANO1 block, MrgX1 PAM, KCNQ1 pot, MrgX1 agonist, KCNQ1 inh, KCNK3 inh, RGS4 act, TMEM16A act, RGS4 inh
#1 Cc1nc2c(-c3ccc(F)cc3)c(C)nn2c(C)c1CCC(=O)NC(C)CCc1ccco1 (configuration not stated)
  -7, i, i, i, i, i, i, i, i, i, i
#2 O=C(/C=C/c1ccc(Cl)cc1)N(c1ccccn1)C1CCCCC1
  -4, i, i, i, i, i, i, i, i, i, i
#3 COC(=O)c1ccc(S(=O)(=O)N2CCN(C)CC2)n1C
  -7, i, i, i, i, i, i, i, i, i, i
#4 Cc1ccc(CNC(=O)CSc2nc3[nH]ncc3c(=O)[nH]2)cc1
  -10, i, i, i, i, i, i, i, i, i, i
#5 COc1ccccc1CN1CCN(Cc2nc(-c3ccc(C)cc3)oc2C)CC1
  -10, i, i, i, i, i, i, i, i, i, i
#6 COc1ccc(N(CC(=O)Nc2ccccc2OC)S(=O)(=O)c2ccccc2)cc1Cl
  -4, i, i, i, i, i, 7*, i, i, i, i
#7 COc1ccc(/C=[N+](\[O-])C2N(c3ccccc3)C(=S)SC2(C)C)cc1OC (configuration not stated)
  -5, i, i, i, i, i, i, i, i, i, i
#8 Cc1ccc(-c2cc(-c3ccc(Cl)cc3)c(C#N)c(N)n2)o1
  -13, i, i, i, i, i, i, i, i, i, 6.3*
#9 Cc1cc2ccc3ccccc3c2cc1CN(C)C
  -3, i, i, i, i, i, i, i, i, i, i
#10 O=C(Nc1ccc(S(=O)(=O)Nc2nccs2)cc1)c1c(F)c(F)c(F)c(F)c1F
  -6, i, i, i, i, i, i, i, i, i, i
#11 COc1ccc(Cl)cc1NC(=O)CSc1nc2ccsc2c(=O)n1CC1CCC(C(=O)O)CC1 (configuration not stated)
  -13, i, i, i, i, i, i, i, i, i, i
#12 CCOC(CC(=O)NNC(=O)c1c(-c2c(Cl)cccc2Cl)noc1C)OCC
  -4, i, i, i, i, i, i, i, i, i, i
#13 O=C(NNC(=O)c1cccnc1)Nc1ccc(Cl)c(Cl)c1
  -3, i, i, i, i, i, i, i, i, i, i
#14 COc1ccc(N2CCN(c3nccs3)CC2)cc1
  -10, i, i, i, i, i, i, i, i, i, i
#15 Cc1ccc2c(C)c(C(=O)Nc3c(C)n(C)n(-c4ccccc4)c3=O)oc2c1C
  -12, i, i, i, i, i, i, i, i, i, i
#16 O=[N+]([O-])c1ccc(C2(O)CN(c3ccccc3)C3=[N+]2CCS3)cc1 (configuration not stated)
  -8, i, i, i, i, i, i, i, i, i, i
#17 CC(NC(=O)c1cc(S(=O)(=O)N2CCOCC2)ccc1N1CCCC1)c1ccc(Cl)c(Cl)c1 (configuration not stated)
  -16, i, i, i, i, i, i, i, i, i, i
#18 Cc1ccc(-c2nn3c(C)nnc3c3ccccc23)cc1S(=O)(=O)N1CCN(CCO)CC1
  -19, i, i, i, i, i, i, i, i, i, i
#19 O=C(CN1CCCc2ccccc21)NC(=O)NCc1ccco1
  0, i, i, i, i, i, i, i, i, i, i
#20 Cc1cc(NC(=O)Nc2ccc(Cl)cc2)no1
  -8, i, i, i, i, i, i, i, i, i, i
#21 CCSc1nnc(NC(=O)CSc2nc(CC)nc3c2c(=O)n(C)c(=O)n3C)s1
  -10, i, i, i, i, i, i, i, i, i, i
#22 COc1ccc(CCN(C(=O)C(F)(F)F)C(C(=O)NC2CCCC2)c2cccs2)cc1 (configuration not stated)
  -1, i, i, i, i, i, i, i, i, i, i
#23 Cc1ccc(SCc2ccc(C(=O)N3CCCC3)cc2)cc1
  5.7*, i, i, i, i, i, i, i, i, i, i
#24 CC1=C(C(=O)OCC(C)C)C(c2cccs2)NC(=S)N1 (configuration not stated)
  -7, i, i, i, i, i, i, i, i, i, i
#25 CSc1cccc(NC(=O)c2cc(S(=O)(=O)N3CCCCC3)c[nH]2)c1
  -9, i, i, i, i, i, i, i, i, i, i
#26 Cc1cc(NC(=O)C(C)SCC(=O)N(C)CC(=O)Nc2ccc(F)cc2)no1 (configuration not stated)
  -6, i, i, i, i, i, i, i, i, i, i
#27 CCC1(c2ccccc2)NC(=O)N(CC(=O)Nc2ccc3c(C)cc(=O)oc3c2)C1=O (configuration not stated)
  -20, i, i, i, i, i, i, i, i, i, i
#28 COC(=O)C1=C(C)N=C2SC(C#N)=C(N)N2C1c1ccc(OCc2ccccc2)cc1 (configuration not stated)
  -6, -17*, i, i, i, i, i, -9.9*, i, i, i
#29 O=C(NC(Cc1ccccc1)C(=O)N1CCCC(C(F)(F)F)C1)c1ccccc1 (configuration not stated)
  -23, i, i, i, i, i, i, i, i, i, i
#30 COc1ccc(NC(=O)CN(C)C(=O)c2ccccc2CCc2ccccc2)cc1
  -14, i, i, i, i, i, i, i, i, i, i
#31 Cc1ccc(N(CC(O)CN2CCCC2)S(=O)(=O)c2ccccc2)cc1 (configuration not stated)
  -8, i, i, i, i, i, i, i, i, i, i
#32 COc1ccc(-c2nn(-c3ccccc3)cc2/C=N/O)cc1
  -5, i, i, i, i, i, i, i, i, i, i
#33 CCOc1ccccc1NC(=O)CSc1nnnn1Cc1ccccc1
  -7, i, i, i, i, i, i, i, i, i, i
#34 COc1c(C)cccc1C(=O)Nc1ccc(N2CCN(S(C)(=O)=O)CC2)cc1
  -4, i, i, i, i, i, i, i, i, i, i
#35 O=C(CN1c2ccccc2Sc2ccccc21)N/N=C/c1ccccc1
  -4, i, i, i, i, i, i, i, i, i, i
#36 Cc1cc(C)cc(N(CCC#N)C(=O)CSC2=Nc3ccccc3C3CC=NN23)c1 (configuration not stated)
  3, i, i, i, i, i, i, i, i, i, i
#37 COc1ccc(C(=O)NNC2=NCCCCC2)cc1
  -21, i, i, i, i, i, i, i, i, i, i
#38 COc1cccc(/C=N/NC(=O)c2nc(-c3ccccc3)cc(-c3ccccc3)n2)c1O
  -28, -8.6*, i, i, i, i, i, i, i, i, i
#39 COc1ccccc1-n1cnnc1SCC(=O)N1CCOCC1
  -1, i, i, i, i, i, i, i, i, i, i
#40 O=[N+]([O-])c1ccc(N2CCN(C(=S)Nc3ccc(F)cc3F)CC2)cc1
  -28, i, i, i, i, i, i, i, i, i, i
#41 CC(=O)Nc1cc[n+](C(C)C(=O)c2ccc(Cl)cc2)cc1 (configuration not stated)
  -11, i, i, i, i, i, i, i, i, i, i
#42 COc1cccc(-n2cnnn2)c1
  -7, i, i, i, i, i, i, i, i, i, i
#43 CCn1c(SCC(=O)Nc2oc(C)c3c(C)n[nH]c(=O)c23)nc2sc(C)c(C)c2c1=O
  -3, i, i, i, i, i, i, i, i, i, i
#44 CCC(=O)Nc1cc(Cl)ccc1C(=O)O
  -8, i, i, i, i, i, i, i, i, i, i
#45 COc1ccc(OCC(=O)Nc2cc(C)c(Cl)cc2OC)c([N+](=O)[O-])c1
  -9, i, i, i, i, i, i, i, i, i, i
#46 CCCOC(=O)Cc1c(O)c2ccccc2[nH]c1=O
  -6, i, i, i, i, i, i, i, i, i, i
#47 COCCNC(=O)C1CC(c2ccc(F)cc2)=NO1 (configuration not stated)
  -11, i, i, i, i, i, i, i, i, i, i
#48 Cc1ccc(C)c(NC(=O)C2CC(=O)N(C(C)C)C2)c1 (configuration not stated)
  -10, i, i, i, i, i, i, i, i, i, i
#49 O=C(NCC(=O)N(Cc1ccco1)C(C(=O)NC1CCCC1)c1ccncc1)c1cccs1 (configuration not stated)
  -13, i, i, i, i, i, i, i, i, i, i
#50 CCOC(=O)c1c(NC(C)=O)sc2c1CCC(C=O)=C2Sc1ccccc1
  -16, -6.9*, i, i, i, i, i, i, i, i, i
#51 CC(C)N(Cc1ccccc1)C(=O)C1CCCN(c2ncnc3c2nc2n3CCCCC2)C1 (configuration not stated)
  -19, i, i, i, i, i, i, i, i, i, i
#52 O=C(Nc1nccs1)c1ccc(-c2cccc([N+](=O)[O-])c2)o1
  -7, i, i, i, i, i, i, i, i, i, i
#53 Cc1cc(NC(=O)c2cn(C3CCCCC3)c(=O)c3c2c2ccccc2n3C)no1
  -5, i, i, i, i, i, i, i, i, i, i
#54 CC(C)Cn1c(/C=C/c2ccccc2)nc2ccccc21
  -6, i, i, i, i, i, i, i, i, i, i
#55 CC(=O)N1c2c(cc(Br)cc2S(=O)(=O)NCc2ccccc2)CC1C (configuration not stated)
  -5, i, i, i, i, i, i, i, i, i, i
#56 Cc1c(NC(=O)CN2C(=O)NC(C)(c3ccc4c(c3)OCCO4)C2=O)c(=O)n(-c2ccccc2)n1C (configuration not stated)
  -7, i, i, i, i, i, i, i, i, i, i
#57 Cc1nn(-c2ccccc2)c(N)c1-c1ccccc1
  -5, i, i, i, i, i, i, i, i, i, i
#58 COCCCNC(=O)/C=C/c1c(Cl)cccc1Cl
  -4, i, i, i, i, i, i, i, i, i, i
#59 O=CNCc1nc2ccccc2n1CCc1ccccc1
  -4, i, i, i, i, i, i, i, i, i, i
#60 Cc1ccc(-c2cc(C(F)F)n3ncc(C(=O)N4CCc5ccccc54)c3n2)cc1
  -10, i, i, i, i, i, i, i, i, i, i

Screening results (PubChem BioAssay)
